LMPTP inh – blocks human LMPTP phosphatase; P24666; recombinant LMPTP-A, OMFP fluorogenic substrate, fluorescence intensity; inhibition, % at 20 µM; 360,000 tested, 0.22% active;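 active means compounds that cut the enzyme signal by at least half of the control window in the single-dose screen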;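 further: plate controls were DMSO wells with enzyme plus substrate for no effect and substrate without enzyme for full effect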
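material = LMPTP-A | quantity = 0.625 nM enzyme | reagent = OMFP substrate, 400 µM final | buffer or medium = Bis-Tris pH 6.0, DTT, detergent | detection = endpoint fluorescence intensity from OMFP dephosphorylation | dosing = single 20 µM dose | read-out basis = % inhibition relative to no-enzyme and uninhibited control wells | control set = no-enzyme and uninhibited controls | timing = 50 min at room temperature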
MT1-MMP act inh – blocks activation of human MT1-MMP; P50281; HT1080 RFP-PRO-GFP cells, GFP/RFP ratio fluorescence, overnight; percent of plate control window, DMSO zero; GFP/RFP ratio change, % at 20 µM; 360,000 tested, 0.061% active; AID 651647;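 active means GFP/RFP ratio change of at least 30% with cell ATP level not reduced by more than half and red fluorescence within 50% of control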; further: strong numbers were not always called active
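Assay system: HT1080 cells carrying an RFP-PRO-GFP reporter | Dosing: Single dose of 20 µM compound, 1% DMSO final | Incubation: Cells overnight before dosing, compound overnight, 37 °C, 5% CO2 | Evaluation: GFP/RFP fluorescence ratio | Control set: DMSO and RFP-L50D-GFP cell wells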
CendR NRP1 mod – modulators of CendR peptide binding to human neuropilin-1; 360,000 tested, 0.85% active; AID 602438; inhibition, % at 25 µM; O14786; FAM-RPARPAR peptide binding to NRP-1, fluorescence polarization;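 active means inhibition or corrected inhibition above about 18%, plus a signal ratio from 0.5 to 1.5, limit read from the data, passing the limit was not always enough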; further: strong numbers were not always called active
SUMO1 PPI mod – modulators of human SUMO1-mediated protein-protein interactions | P63165 | SUMO1 binding to a labelled peptide, TR-FRET, 1 h | inhibition, % at 20 µM | 360,000 tested, 0.33% active | AID 602429; in the data active means inhibition above about 37%
Rpn11 block – inhibitors of human proteasome Rpn11 | 360,000 tested, 0.59% active | human 26S proteasome, Ub4-pepOG fluorescence polarization; 20S core pre-blocked with epoxomicin | calls only at 20 µM;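 active means inhibition at 20 µM, scaled to each plate's controls, above about 33%, limit read from the data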
STEP block – blocks human striatal-enriched tyrosine phosphatase | inhibition, % at 20 µM | P54829 | 360,000 tested, 0.25% active | recombinant STEP, OMFP fluorogenic substrate, fluorescence;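 active means inhibition at 20 µM, scaled per plate between control wells, above about 37%, limit read from the data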;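 further: 0% = DMSO with enzyme and substrate and 100% = substrate only without enzyme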
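Material: STEP (striatal-enriched tyrosine phosphatase) enzyme, cell-free; Compound dosing: 20 µM single dose in 1% DMSO; Technique: fluorescence read at 480 nm ex / 540 nm em; Times: reaction 20 min, ambient temperature; Medium: 50 mM Bis-Tris pH 6.0 with 2.5 mM DTT and 0.005% Tween 20; Also added: OMFP at 25 µM.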
Scp-1 inhibitor – inhibitors of human Scp-1 phosphatase; Recombinant Scp1, phosphopeptide, malachite green phosphate absorbance; 340,000 tested, 0.88% active; inhibition, % at 20 µM; AID 493091; Q9GZU7;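 active means inhibition above about 50% at 20 µM, limit read from the data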;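 further: plate controls were DMSO wells with enzyme for no effect and wells lacking enzyme for full effect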
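Test system: SCP-1 phosphatase catalytic domain, residues 76-261; measured by: colorimetric phosphate reagent with accelerator and stabiliser, absorbance at 630 nm; timing: enzyme reaction 45 min at room temperature, colour 5 min, stabilisation 30 min; also added: Phosphorylated 17-residue peptide substrate; compound dosing: one concentration, 20 µM, with 1.0% DMSO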
SKN-1 block – inhibitors of C. elegans SKN-1. 360,000 tested, 0.49% active. C. elegans VP596 Pgst-4::GFP/RFP ratio, acrylamide-induced, 24 h. inhibition, % at 21.8 µM;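 active means interference check ratio from 0.5 to 1.5 plus GFP to RFP signal ratio inhibition reaching or exceeding a fixed threshold, cut at about 30% in these data, passing the limit was not always enough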; further: some compounds called inactive have numbers as strong as hits
NadD block – blocks S. aureus nicotinate mononucleotide adenylyltransferase. purified NadD enzyme, colorimetric absorbance read-out. AID 602399. 360,000 tested, 0.78% active. inhibition, % at 20 µM; in the data active means inhibition above about 26%; further: some compounds past the cut are filed as inactive
DNMT1 block – inhibitors of human DNMT1 | DNMT1 molecular beacon, Hinp1I cleavage, fluorescence | inhibition (reported as % activation of signal), % at 10 µM | P26358 | AID 588458 | 360,000 tested, 0.83% active; in the data active means inhibition above about 50%
Target sequence (P26358 504-1616 limits assumed): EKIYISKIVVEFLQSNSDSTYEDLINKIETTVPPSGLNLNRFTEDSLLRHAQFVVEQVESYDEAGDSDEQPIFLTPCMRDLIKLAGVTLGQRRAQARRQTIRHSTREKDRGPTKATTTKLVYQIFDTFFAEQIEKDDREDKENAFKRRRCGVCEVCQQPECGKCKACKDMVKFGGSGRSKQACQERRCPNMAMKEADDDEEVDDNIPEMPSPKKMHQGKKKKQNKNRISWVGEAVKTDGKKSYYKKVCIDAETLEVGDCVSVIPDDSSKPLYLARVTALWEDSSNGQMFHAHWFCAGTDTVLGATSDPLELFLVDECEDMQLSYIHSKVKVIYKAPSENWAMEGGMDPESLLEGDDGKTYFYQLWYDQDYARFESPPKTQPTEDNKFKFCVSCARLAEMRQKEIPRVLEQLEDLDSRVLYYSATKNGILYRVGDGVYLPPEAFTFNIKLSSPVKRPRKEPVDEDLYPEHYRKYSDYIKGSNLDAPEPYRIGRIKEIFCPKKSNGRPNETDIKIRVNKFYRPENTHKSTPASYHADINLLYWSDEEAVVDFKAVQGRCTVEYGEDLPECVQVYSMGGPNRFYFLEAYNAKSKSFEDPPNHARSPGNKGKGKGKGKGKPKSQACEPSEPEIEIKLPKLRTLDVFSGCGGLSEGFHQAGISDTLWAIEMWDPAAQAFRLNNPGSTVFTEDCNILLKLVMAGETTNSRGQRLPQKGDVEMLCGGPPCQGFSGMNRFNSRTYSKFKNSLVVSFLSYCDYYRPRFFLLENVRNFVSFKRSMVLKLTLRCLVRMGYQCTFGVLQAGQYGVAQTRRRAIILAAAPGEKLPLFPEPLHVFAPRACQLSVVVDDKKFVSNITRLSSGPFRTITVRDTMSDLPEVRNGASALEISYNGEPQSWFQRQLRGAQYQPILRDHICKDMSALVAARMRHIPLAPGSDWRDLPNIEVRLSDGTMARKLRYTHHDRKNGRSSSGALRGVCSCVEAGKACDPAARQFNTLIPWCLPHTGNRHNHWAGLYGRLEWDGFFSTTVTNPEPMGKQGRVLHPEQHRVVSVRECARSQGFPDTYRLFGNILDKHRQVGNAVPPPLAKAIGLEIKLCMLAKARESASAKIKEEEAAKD
* marks the source's active call; other numbers are inactive results; i = inactive; & = joins results of further samples.

No.	Molecule	LMPTP inh	MT1-MMP act inh	CendR NRP1 mod	SUMO1 PPI mod	Rpn11 block	STEP block	Scp-1 inhibitor	SKN-1 block	NadD block	DNMT1 block
1	CCOC(=O)NC(=O)c1cn(Nc2ncc(Cl)cc2C(F)(F)F)c(=O)[nH]c1=O	-2.1	2	1	-1	i	-2	-11	15	-5	-2
2	CC1(CCc2ccccc2)NC(=O)N(CC(=O)Nc2ccccc2C#N)C1=O (stereo not given)	-2.4	6	-15	-1	i	-2	-10	9	1	-1
3	Cc1ccc(OCC(=O)NCCCNC(=O)c2ccncc2)cc1	-0.5	0	6	4	i	0	-5	3	0	-1
4	O=C(Nc1ccc([N+](=O)[O-])cc1)c1cc(Cl)sc1Cl	0.8	-2	-4	-12	i	2	-2	25	-5	4
5	COC(=O)c1ccc(OCC(O)CN(CCO)CCO)cc1 (stereo not given)	-0.9	0	-5	-3	i	6	-7	-15	4	0
6	Cc1nc2c(c(C)nn2-c2ccccc2)c(C)c1Cl	1.6	4	9	1	i	5	-12	1	3	5
7	Cc1noc(C)c1CSc1ccccc1C(=O)N(C)CC(=O)Nc1cccc(F)c1	-8.6	-1	-3	-70	i	0	-7	6	3	-6
8	Cc1c(C(=O)NCc2ccc3c(c2)OCO3)oc2ccc(S(=O)(=O)N3CCCC3)cc12	-0.5	1	-1	-5	i	8	-9	5	-7	-6
9	Cc1cc(C)nc(N2CCC(C(=O)Nc3ccc(Oc4ccccc4)cc3)CC2)n1	-2.8	4	1	0	i	4	1	-1	16	27
10	CC(C)C/C=C1\CCc2c([nH]c3ccccc23)C1=O	0.6	1	17	-6	i	-1	1	6	5	-2
11	CCCCOc1ccccc1NC(=O)c1ccc(=O)[nH]c1	-1.1	1	6	-1	i	-3	-6	-15	4	3
12	O=[N+]([O-])c1ccc(N2CCCC2)cc1N1CCCC1	5.3	10	3	-36	i	3	-2	-16	1	-3
13	Cc1ccc(S(=O)(=O)NCCCNc2ccc([N+](=O)[O-])cc2)cc1	1.6	-1	-4	-17	i	-2	-13	-4	-3	0
14	O=C(NCc1cccs1)c1cccnc1Cl	-1.2	8	5	3	i	0	-2	6	-2	1
15	CC(C)CNC(=O)CSc1ccc(S(=O)(=O)N(C)C2CCCCC2)cn1	-1.1	-2	12	1	i	-2	-1	-4	1	1
16	CN(C)CCCNC(=O)c1cc2c3ccccc3n(C)c2s1	-0.5	2	4	3	i	2	0	-11	-5	-1
17	COc1ccc(Cc2nnc(SCc3ccc([N+](=O)[O-])cc3)o2)cc1	-0.8	-6	-10	-23	i	2	-14	4	-5	1
18	Cc1ccccc1NC(=O)C1COc2ccccc2O1 (stereo not given)	-0.7	-1	-8	6	i	0	-5	-4	-6	-1
19	O=C(CSc1ccc([N+](=O)[O-])cc1)Nc1nnc(C2CC2)s1	0.7	7	-7	-2	i	2	-15	1	4	0
20	C/C(CC(=O)NC(C)(C)C)=N\NC(=O)c1ccccc1N	-0.1	-1	-2	2	i	0	-9	5	4	-1

Values in list order from the entries so far:
MT1-MMP act inh, entries 9 to 16: 4, 1, 1, 10, -1, 8, -2, 2
DNMT1 block, entries 9 to 16: 27, -2, 3, -3, 0, 1, 1, -1
SKN-1 block, entries 9 to 16: -1, 6, -15, -16, -4, 6, -4, -11

(more compounds)
No.	Molecule	LMPTP inh	MT1-MMP act inh	CendR NRP1 mod	SUMO1 PPI mod	Rpn11 block	STEP block	Scp-1 inhibitor	SKN-1 block	NadD block	DNMT1 block
21	COCCN(C(=O)COC(=O)CCn1c(C)csc1=O)c1c(N)n(Cc2ccccc2)c(=O)[nH]c1=O	-1.1	0	0	-2	i	-2	2	-1	-1	4
22	O=C(O)C1C2C=CC3(CN(C4CCCC4)C(=O)C13)O2 (stereo not given)	-1.7	3	-9	4	i	1	7	-5	-2	4
23	CCc1nnc(NC(=O)c2cc(S(=O)(=O)N3CCN(c4ccccc4)CC3)ccc2Cl)s1	2.1	2	10	11	i	-1	0	-11	31*	-1
24	Cc1cccc(NC(=O)CSc2n[nH]c(-c3ccncc3)n2)c1C	-0.2	0	-5	2	i	5	-8	16	-1	1
25	COC(=O)C1CSC(C(=O)OC)N1C(=O)Nc1c(C)cccc1C (stereo not given)	-2.2	-3	-11	-2	i	-2	0	-3	-1	2
26	O=C1CCN(CCc2ccccc2)CCN1[C@H](COc1ccccc1)c1ccccc1	0.0	1	2	-1	i	0	-6	10	-4	-6
27	Cc1cc(N)n2nc(C(F)(F)F)nc2n1	-2.1	-4	-25	1	i	-2	-2	-4	1	-2
28	CC(C)(C)c1ccc2oc(=O)cc(-c3cccc(-c4ccc(C(F)(F)F)cc4)c3)c2c1	1.1	0	1	3	i	5	1	8	7	8
29	Cc1c(C(=O)NCc2ccc(F)cc2)oc2ccc(S(=O)(=O)N3CCOCC3)cc12	0.1	-3	0	4	i	5	-8	14	-3	-4
30	CN(Cc1ccccc1)S(=O)(=O)c1ccc(Cl)c(C(=O)OCC(N)=O)c1	1.6	-2	3	1	i	-2	-9	-1	-3	1
31	CN(C)S(=O)(=O)c1ccc(N2CCCC2)c(C(=O)Nc2cccc(F)c2)c1	-0.5	-2	1	1	i	-1	-8	-6	-5	-1
32	CC(C)N(C(=O)C(=O)c1cccn1-c1ccccc1C#N)C(C)C	-0.2	1	-7	-3	i	-1	-4	-7	-6	-2
33	O=C(COC(=O)CNC(=O)c1ccco1)Nc1ccc(Cl)cn1	-3.2	2	1	-3	i	-6	-1	-22	0	-1
34	O=C1CCCc2ccccc2N1Cc1ccccc1	-1.5	-1	4	4	i	2	-7	-1	-6	2
35	COCC(C)n1c(C)cc(C(=O)CSc2nnc(-c3ccco3)o2)c1C (stereo not given)	-1.6	3	12	-1	i	0	-10	1	-2	3
36	COc1cc2c3nnc(-c4ccccc4)c-3cn(Cc3ccc(F)cc3)c2cc1OC	9.1	-42	-7	-4	i	5	6	-2	10	-2
37	Cc1ccc2c(c1)C(=O)C(=O)N2Cc1ccc(F)cc1	0.0	-3	-8	-25	i	3	-4	-11	-2	11
38	NC(=O)CSc1nnc2ccc(-c3ccco3)nn12	4.3	-7	6	-23	i	2	6	-16	-6	6
39	COc1ccccc1N1CCN(c2nccc(C)n2)CC1	0.5	0	8	2	i	-2	-2	14	-7	0
40	C#CCOCCOCCOCCNc1nc(N2CCN(C(=O)Cn3cc(CC(C)O)nn3)CC2)nc(N2CCN(C(=O)[C@H](CCCCN)n3cc(CCCC)nn3)CC2)n1 (stereo not given in full)	-2.3	2	-2	-5	i	2	0	-11	-2	4
41	Oc1ccccc1C1SC(c2ccccc2O)SC(c2ccccc2O)S1 (stereo not given)	4.5	8	10	6	i	-7	-15	19	-2	-20
42	CC1(C)CC(=O)C=C(NNC(=O)C2CCCCC2)C1	-0.6	-1	1	0	i	-2	1	-16	-1	-2
43	O=C(Nc1nnc(Cc2ccccc2)s1)c1cnccn1	0.0	3	-8	-1	i	-1	-1	0	0	-5
44	CS(=O)(=O)c1cccc(NC(=O)C2CC2)c1	-1.0	-3	9	1	i	2	-4	4	3	-3
45	CCN=C1SC(CC(=O)Nc2ccccc2)C(=O)N1CC (stereo not given)	-0.1&-1.1	-2&7	8&12	-4&3	i	-4&-3	-7&-7	29&-9	1&4	-1&-1
46	O=C1COc2ccc(S(=O)(=O)Nc3ccc(F)cc3)cc2N1	-1.0	-3	1	2	i	0	14	3	-3	-1
47	N#C/C(=C\c1cccs1)C(=O)NCc1ccccc1	-0.9	6	9	-10	i	0	-13	15	-4	12
48	COc1ccc(CC(=O)NNC(=O)COc2ccc(F)cc2)cc1S(=O)(=O)N1CCOCC1	-1.5	0	3	-4	i	-2	-5	8	2	3
49	O=C(O)CSCC(=O)N1CCN(c2ncnc3scc(-c4ccccc4)c23)CC1	0.4	0	5	-1	i	-1	5	-4	4	-2
50	O=C1c2ccccc2C(=O)N1CCCCN(C(=O)c1cc([N+](=O)[O-])ccc1Cl)c1ccc(Cl)cc1	1.9	-5	7	-4	i	-2	-11	17	-3	4
51	Cc1cc(=O)[nH]c2c(C)cc(S(=O)(=O)NCc3ccccc3)cc12	-0.2	5	14	3	i	-1	-5	-4	-7	3
52	CC(=O)OC(C(=O)N1CCN(c2ccccc2F)CC1)c1ccccc1 (stereo not given)	-0.6	-3	4	3	i	0	3	9	3	3
53	O=C(O)CCSc1nnc(-c2ccc3c(c2)OCO3)o1	-0.6	-1	10	3	i	3	1	10	1	-1
54	COc1ccc(CCOC(=O)c2ccc(N)c([N+](=O)[O-])c2)cc1	2.8	3	18	-23	i	0	-10	-15	-6	-4
55	CSc1nnc(-c2ccc(C(F)(F)F)nc2C)o1	-2.5	0	-10	1	i	0	-4	4	0	2
56	O=c1nc(-c2ccccc2)cn[nH]1	-0.3	1	-1	-20	i	2	0	9	-4	-1
57	O=C(c1ccc(Cl)cc1)C1C2C(=O)N(c3ccccc3)C(=O)C2C2CCCN21 (stereo not given)	-0.7	-2	-12	1	i	2	-14	6	2	1
58	Oc1ccc2oc3c(c2c1)CCCC3	-0.6	0	28*	-4	i	-1	-7	8	0	-3
59	OCCC1CN(C2CSCCSC2)CCN1Cc1ccccc1 (stereo not given)	-1.8	-1	4	0	i	1	-9	-7	-4	-2
60	CC1CCN(C(=O)Oc2ccccc2)CC1	-0.5	3	-8	2	i	-2	-3	0	-4	0

Limited to MT1-MMP act inh (2 entries from above):
item | SMILES | MT1-MMP act inh
56 | O=c1nc(-c2ccccc2)cn[nH]1 | 1
36 | COc1cc2c3nnc(-c4ccccc4)c-3cn(Cc3ccc(F)cc3)c2cc1OC | -42

Other records
No.	Molecule	LMPTP inh	MT1-MMP act inh	CendR NRP1 mod	SUMO1 PPI mod	Rpn11 block	STEP block	Scp-1 inhibitor	SKN-1 block	NadD block	DNMT1 block
61	COCc1cc(C)nc(N/N=C/c2ccc(Cl)c(Cl)c2)c1C#N	-0.9	-3	10	3	i	3	-6	-7	-9	0
62	COc1ccc(NC(=O)C(CCS(C)(=O)=O)NC(C)=O)cc1 (stereo not given)	-2.0	-1	6	2	i	-1	1	-5	-3	4
63	Cc1ccccc1Oc1ccc(-c2nc(N)nc(N)n2)cc1	0.2	1	-6	-1	i	-1	3	20	8	-11
64	O=C(O)c1ccc(NC(=O)c2ccccc2NC(=O)c2ccccc2Br)cc1	-0.8	2	-2	7	i	-3	-10	-8	-6	-5
65	O=C(Nc1ccnn1C1CCN(C(=O)c2cc(Cl)ccc2F)CC1)C1CCOC1 (stereo not given)	0.1	4	13	1	i	0	-3	4	0	2
